Screens (PubChem)
ERp5 inh = ERp5 (human) disulfide isomerase inhibition; Q15084; ERp5 insulin aggregation, absorbance 650 nm, 90 min; inhibition, % at 9.99 µM; 0.05% of 350,000 active;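 active = mean replicate inhibition above about 25%, with every replicate also reaching it, limit read from the data, passing the limit was not always enough; inconclusive = only one of those two criteria met; inactive = neither criterion met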
SIRT5 inh = sirtuin-5 (human) deacylase inhibition. AID 652115. Purified SirT5, succinyl-peptide AMC, trypsin-coupled fluorescence. 1.1% of 330,000 active. inhibition, % at 15 µM; in the data active = inhibition above about 15%; inconclusive = no clear call, values can overlap the other calls
Target sequence (Q9NXA8 whole entry, looked up): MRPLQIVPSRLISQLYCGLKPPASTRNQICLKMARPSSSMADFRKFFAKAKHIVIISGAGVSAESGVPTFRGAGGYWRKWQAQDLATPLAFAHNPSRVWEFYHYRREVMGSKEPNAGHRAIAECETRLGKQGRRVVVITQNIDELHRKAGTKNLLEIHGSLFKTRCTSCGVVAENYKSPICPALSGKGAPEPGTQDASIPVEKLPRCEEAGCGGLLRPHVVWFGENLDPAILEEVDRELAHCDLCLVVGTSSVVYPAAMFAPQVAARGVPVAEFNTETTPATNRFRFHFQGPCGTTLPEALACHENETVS
Statin myotox sup = suppression of simvastatin myotoxicity; C2C12 myotubes + simvastatin, ATP luminescence, 48 h; scaled: DMSO 0, geranylgeraniol control 100; rescue of ATP level, % at 7.49 µM; 0.78% of 330,000 active;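 active = mean ATP rescue above about 67%, or every replicate alone reaching that limit, limit read from the data, passing the limit was not always enough; inconclusive = no clear call, values can overlap the other calls; inactive = mean under the limit and some replicate under it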;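 also: myotubes were challenged with 10 µM simvastatin during compound exposure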
S100A4 inh HTS = S100A4-myosin IIA interaction inhibition; inhibition, % at 10.7 µM; P26447; S100A4/TAMRA-MyoIIA peptide fluorescence polarization; AID 652163; 0.14% of 360,000 active;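 active = mean inhibition of at least 70% across replicates, with every replicate also reaching that level; inconclusive = mean inhibition reaches 70% but some replicates fall short; inactive = mean inhibition below 70%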
Target sequence (P26447 whole entry, looked up): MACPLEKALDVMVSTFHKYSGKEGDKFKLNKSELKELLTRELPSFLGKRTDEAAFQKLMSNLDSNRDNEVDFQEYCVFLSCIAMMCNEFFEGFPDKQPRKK
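Test system – S100A4 monomer (human) · Compound – single-point compound testing · Schedule – 5 min incubation before reading · Probe or stimulus – TAMRA-labelled myosin IIA heavy-chain peptide probe, 5 nM · Benchmarks – neutral control DMSO, positive control TFP · Medium – Calcium-containing HEPES buffer, pH 7.2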
E-selectin induc = induces E-selectin expression in human endothelial cells. P16581. activation, % at 7.58 µM. HUVEC E-selectin immunofluorescence imaging; normalized: neutral wells 0, TNF-alpha wells 100. 0.37% of 260,000 active. AID 686992;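 active = mean E-selectin-positive cell signal at least 10% of the positive control, reached in at least 60% of replicates, without over 20% cell loss; inconclusive = no rule given, readout overlaps actives, possibly toxicity-flagged; inactive = the rest, including those meeting only one limit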;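 also: in these data hits start at about 27%; measured in HUVEC primary endothelial cells; signal is the percent of cells scored E-selectin positive by PE staining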
Target sequence (P16581 whole entry, looked up): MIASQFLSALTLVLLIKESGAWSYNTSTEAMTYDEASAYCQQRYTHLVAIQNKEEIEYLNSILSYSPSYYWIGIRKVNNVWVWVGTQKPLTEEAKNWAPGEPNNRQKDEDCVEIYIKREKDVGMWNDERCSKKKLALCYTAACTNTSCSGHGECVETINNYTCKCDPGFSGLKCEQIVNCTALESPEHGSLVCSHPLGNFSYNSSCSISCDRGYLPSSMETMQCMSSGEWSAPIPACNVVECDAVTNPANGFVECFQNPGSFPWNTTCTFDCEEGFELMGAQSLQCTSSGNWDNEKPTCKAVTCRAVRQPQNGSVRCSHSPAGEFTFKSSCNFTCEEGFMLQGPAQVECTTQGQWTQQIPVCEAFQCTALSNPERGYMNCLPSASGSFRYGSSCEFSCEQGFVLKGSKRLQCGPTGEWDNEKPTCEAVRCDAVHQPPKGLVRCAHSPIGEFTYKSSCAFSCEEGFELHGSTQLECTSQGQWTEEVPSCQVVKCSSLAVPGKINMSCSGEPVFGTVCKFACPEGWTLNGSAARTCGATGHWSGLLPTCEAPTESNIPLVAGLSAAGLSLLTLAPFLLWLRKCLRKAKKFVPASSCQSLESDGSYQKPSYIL
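Test system: HUVEC | Signal: Immunofluorescence imaging | Read-out: Percent E-selectin-positive cells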
DENV2 CPE rescue = DENV2-induced cell death inhibition; DENV2-infected cells, cytopathic effect rescue, plate reader; CPE inhibition, % at 9.99 µM; 1.7% of 350,000 active; AID 651640; in the data active = CPE inhibition above about 20%, passing the limit was not always enough; inconclusive = no clear call, values can overlap the other calls; tested in BHK-21 cells;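 also: 0% = median of neutral control wells and 100% = median of positive control wells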
PglD DTNB = blocks C. jejuni PglD acetyltransferase activity; inhibition, % at 12.5 µM; AID 602405; 0.098% of 360,000 active; purified PglD enzyme, DTNB colorimetric CoA detection; in the data active = inhibition above about 16%, passing the limit was not always enough; inconclusive = no clear call, values can overlap the other calls; also: strong numbers were not always called active
Active calls of the source: *; ? = inconclusive; · = not tested or not shown; & = joins results of further samples. These rows are one share of the data, so the mix of outcomes need not match the whole.

SMILES	ERp5 inh	SIRT5 inh	Statin myotox sup	S100A4 inh HTS	E-selectin induc	DENV2 CPE rescue	PglD DTNB
O=S(=O)(c1ccc(F)cc1)N1CCCCN2[C@H](CO)[C@@H](c3ccc(C#CC4CCCC4)cc3)[C@H]2C1	-1.1	-3.4	·	51.4	·	-3.1	0.3
CCCCN(C(=O)CSCC(=O)Nc1ccc(C)cc1)c1c(N)n(Cc2ccccc2)c(=O)[nH]c1=O	0.4	-0.9	8.0	-24.0	0.4	9.6	-2.4
C=CCn1nc2n(c1=O)-c1ccccc1SC2	5.7	-1.0	·	-4.5	0.0	2.1	·
CCNC(=O)c1sc2cc(C)ccc2c1Cl	2.8	0.2	·	1.0	·	·	-10.5
Cc1cccc(-n2nnnc2SCC(=O)N(CC(C)C)c2c(N)n(CC(C)C)c(=O)[nH]c2=O)c1	-1.6	0.2	2.7	-2.2	0.1	-2.2	·
O=C(O)c1ccc(Nc2nc(-c3cccnc3)cs2)cc1O	3.0	12.3	8.6	-3.7	·	8.7	2.9
Nc1c(C(=O)Nc2ccccc2)sc2ncc([N+](=O)[O-])cc12	-1.7	-1.2	·	-1.3	0.3	-2.0	-0.5
CCCCCCN(C(=O)CCCCCN1C(=O)NC(c2ccc(-c3ccccc3)cc2)C(C(=O)OCc2ccccc2)=C1C)C(C(=O)NCCCC)c1ccccn1 (stereo not given)	2.2	·	·	-2.2	0.1	23.2*	·
COc1ccc2c3c(n(C)c2c1)[C@H](CO)N(C(=O)Cc1ccccn1)CC31CCN(CC2CCCCC2)CC1	-1.9	·	·	0.4	-0.2	1.7	·
[O-][n+]1onc2c1CCc1[nH]c(-c3ccccc3)nc1-2	-1.8	3.1	3.2	-0.2	-0.3	-2.3	-0.9
COc1ccc(NC(=O)C[C@H]2C(=O)N(C3CCCCC3)C[C@@H]2CSC)cc1	4.7	-1.7	2.2	-0.2	8.6	7.3	-1.2
Cc1ccc(Nc2ccc(C(=O)O)cc2[N+](=O)[O-])cc1	1.2	4.2	-0.3	-0.8	·	7.1	·

Fetched by structure from the list above, 7 records:
SMILES	ERp5 inh	SIRT5 inh	Statin myotox sup	S100A4 inh HTS	E-selectin induc	DENV2 CPE rescue	PglD DTNB
COc1ccc2c3c(n(C)c2c1)[C@H](CO)N(C(=O)Cc1ccccn1)CC31CCN(CC2CCCCC2)CC1	-1.9	·	·	0.4	-0.2	1.7	·
CCCCN(C(=O)CSCC(=O)Nc1ccc(C)cc1)c1c(N)n(Cc2ccccc2)c(=O)[nH]c1=O	0.4	-0.9	8.0	-24.0	0.4	9.6	-2.4
O=C(O)c1ccc(Nc2nc(-c3cccnc3)cs2)cc1O	3.0	12.3	8.6	-3.7	·	8.7	2.9
[O-][n+]1onc2c1CCc1[nH]c(-c3ccccc3)nc1-2	-1.8	3.1	3.2	-0.2	-0.3	-2.3	-0.9
C=CCn1nc2n(c1=O)-c1ccccc1SC2	5.7	-1.0	·	-4.5	0.0	2.1	·
Nc1c(C(=O)Nc2ccccc2)sc2ncc([N+](=O)[O-])cc12	-1.7	-1.2	·	-1.3	0.3	-2.0	-0.5
O=S(=O)(c1ccc(F)cc1)N1CCCCN2[C@H](CO)[C@@H](c3ccc(C#CC4CCCC4)cc3)[C@H]2C1	-1.1	-3.4	·	51.4	·	-3.1	0.3

Entries of single compounds, quoted from the list. Order of values: ERp5 inh, SIRT5 inh, Statin myotox sup, S100A4 inh HTS, E-selectin induc, DENV2 CPE rescue, PglD DTNB
CCCCN(C(=O)CSCC(=O)Nc1ccc(C)cc1)c1c(N)n(Cc2ccccc2)c(=O)[nH]c1=O across the screens: 0.4, -0.9, 8.0, -24.0, 0.4, 9.6, -2.4
C=CCn1nc2n(c1=O)-c1ccccc1SC2 across the screens: 5.7, -1.0, ·, -4.5, 0.0, 2.1, ·
COc1ccc2c3c(n(C)c2c1)[C@H](CO)N(C(=O)Cc1ccccn1)CC31CCN(CC2CCCCC2)CC1 across the screens: -1.9, ·, ·, 0.4, -0.2, 1.7, ·
O=S(=O)(c1ccc(F)cc1)N1CCCCN2[C@H](CO)[C@@H](c3ccc(C#CC4CCCC4)cc3)[C@H]2C1 across the screens: -1.1, -3.4, ·, 51.4, ·, -3.1, 0.3

(further entries)
SMILES	ERp5 inh	SIRT5 inh	Statin myotox sup	S100A4 inh HTS	E-selectin induc	DENV2 CPE rescue	PglD DTNB
COC(=O)CSc1nnc(NC(=O)c2ccc3c(c2)OCO3)s1	4.9	-2.0	-2.5	-7.4	0.3	-5.7	-2.3
O=C(N[C@H]1CC[C@H](CCNS(=O)(=O)c2ccc(F)cc2)O[C@H]1CO)c1ccccn1	-2.3	0.2	8.3	8.3	-0.5	1.7	2.3
CCOC(=O)c1nnsc1-c1ccc(-c2snnc2C(=O)OCC)cc1	-1.9	14.3	-1.0	-1.5	0.0	7.5	-1.7
COCC(=O)N1CC2(C1)CN(Cc1ccccc1Cl)[C@H](CO)c1[nH]c3cc(OC)ccc3c12	3.0	2.9	·	1.5	1.7	8.1	·
Cc1ccc(C(=O)N[C@H](C(=O)OCC(=O)c2ccc[nH]2)C(C)C)cc1	?	-2.8	·	-5.8	1.9	-4.2	·
Cc1noc(C)c1NC(=O)N(C)C[C@H]1Oc2c(NC(=O)Cc3ccccc3)cccc2C(=O)N([C@H](C)CO)C[C@@H]1C	·	·	-4.0	·	0.4	·	-3.7
O=S(=O)(Nc1cccc(S(=O)(=O)N2CCCCC2)c1)c1ccccc1F	2.1	·	0.0	1.0	0.5	-2.1	0.0
COc1ccc2c3n([n+]([O-])c2c1)CCN=C3c1ccc(C)cc1	4.1	·	2.8	-2.9	0.3	-2.7	-6.3
CCOC(=O)C1C(=O)NC(c2ccccc2)=NC1c1cccc(Br)c1 (stereo not given)	0.9	-5.1	·	3.4	0.1	·	·
O=C(CN1CCN(S(=O)(=O)c2ccccc2)CC1)Nc1ccccc1Cl	-1.4	-0.6	3.1	-0.8	·	-4.0	3.0
Clc1nccnc1N/N=C/c1ccc(Br)cc1	-1.1	4.0	-68.7	1.5	-0.1	2.7	5.6
Cc1ccc(/C=N/NC(=O)Cn2nc(C)c(Br)c2C)o1	2.2	0.2	8.0	-25.5	·	·	-4.2
Cc1noc(C)c1S(=O)(=O)N(C)C[C@@H]1Oc2c(NS(=O)(=O)c3ccc(F)cc3)cccc2C(=O)N([C@H](C)CO)C[C@@H]1C	-0.5	7.4	·	13.2	-0.8	20.0	·
CCOC(=O)c1cc(C)nc(SC)c1C#N	0.9	2.9	·	-2.8	2.1	-0.9	·
O=C(N[C@H]1CC[C@@H](CCn2cc(-c3ccccn3)nn2)O[C@H]1CO)c1ccc(F)cc1	-0.4	3.6	-2.3	-1.9	0.2	3.5	1.5
COCCCNCCOc1ccc(C(C)(C)c2ccccc2)cc1	0.2	-2.1	·	4.3	-0.2	-6.4	·
O=C1CCCN1CCCNS(=O)(=O)c1cccs1	-0.7	5.1	-4.0	-2.9	0.2	14.7	2.9
COCc1cc(C)nc(SC)c1C#N	1.9	-2.6	·	6.9	·	-0.4	·
C#Cc1ccc([C@H]2C=C(C(=O)OCC=C)O[C@@H](OCCCCO)C2)cc1	·	·	7.2	·	0.0	·	4.8
O=C(CN1C(=O)C2CCc3[nH]c4ccccc4c3C2C1=O)N1CCCC1 (stereo not given)	·	·	5.3	5.1	·	·	3.8&-0.8
CCOc1ccc(NC(=O)CSc2nc3ccsc3c(=O)n2CCCCCC(=O)O)cc1	0.7	·	-6.2	0.5	0.0	-4.3	0.0
COc1ccc(CCNC(=O)C23CCC(C)(C(=O)C2Br)C3(C)C)cc1OC (stereo not given)	4.6	-2.5	·	-3.4	4.0	0.2	·
O=C(NCCCN1CCCC1=O)c1c(O)nc2sccn2c1=O	11.1	-1.3	6.5	-19.2	3.3	-12.0	-5.4
COc1cccc(OCc2nc(-c3ccc(Br)o3)no2)c1	2.3	-1.8	1.0	-5.5	1.6	·	5.1
COc1cc(NC(=S)Nc2cccnc2)cc(OC)c1OC	-2.4	-6.5	-6.9	2.0	·	1.3	-0.2
CCC(=O)N1C[C@H](C)[C@H](OC)CN(C)C(=O)c2cc(NC(=O)COC)ccc2OC[C@H]1C	0.8	·	-12.3	1.6	0.2	20.7*	2.0
O=C(Cc1sc(Nc2ccccc2)nc1-c1ccccc1)NCc1ccccn1	4.3	-1.1	·	-3.6	·	-0.8	·
O=C(Nc1cccc(-c2nn[nH]n2)c1)c1cccs1	0.4	-1.9	-6.1	-5.1	-0.4	?	4.5
CC(C)(C)OC(=O)NC(CCNC=C1C(=O)OC(C)(C)OC1=O)C(=O)O (stereo not given)	1.9	-4.3	7.7	-13.3	·	4.7	-0.6
C=CCN(C(=O)OC(C)(C)C)S(=O)(=O)NCc1ccccc1	0.2	-1.0	-3.4	0.5	-0.1	15.1	4.0
CCc1cc(C(=O)COc2ccccc2F)c(O)cc1O	0.0	4.9	13.0	11.5	·	·	-1.3
Cn1/c(=N/N=C/c2ccc(N3CCOCC3)cc2)sc2ccccc21	1.9	-4.2	2.2	29.4	·	0.7	1.7
S=C(N/N=C/c1ccc2ncccc2c1)Nc1ccccc1	0.7	-1.5	·	-7.0	·	0.6	·
Cc1ccc2c(CC(=O)Nc3ccc(F)c(S(=O)(=O)N4CCOCC4)c3)coc2c1	-1.7	5.0	12.4	10.9	-0.3	1.2	-2.0
O=C(Nc1ccccc1)c1cccnc1NCCc1ccccc1	-4.7	1.6	·	-2.9	1.4	15.0	·
COC(=O)c1sc2nc(CN3CCN(c4cccc(C(F)(F)F)c4)CC3)[nH]c(=O)c2c1C	-6.4	-0.6	·	1.5	-0.3	2.8	·
Cc1cc(N2CCOCC2)nc2ccc(NC(=S)NCCN(C)C)cc12	2.4	-8.5	-5.7	-1.0	0.0	-0.5	-2.0
C[C@@H]1CN([C@H](C)CO)C(=O)Cc2cc(NC(=O)c3ccncc3)ccc2O[C@@H]1CN(C)Cc1ccc2c(c1)OCO2	1.4	2.5	1.3	-5.0	0.4	-4.2	-0.1
O=C(C[C@@H]1C=C[C@@H](NC(=O)Cc2ccccn2)[C@@H](CO)O1)NCCc1ccncc1	12.3	0.4	-9.7	0.2	-0.1	6.1	-2.5
CC(C)Oc1ccc(N2CC(C(=O)Nc3ccccc3C(=O)NC3CC3)CC2=O)cc1 (stereo not given)	-1.1	-5.4	·	-0.5	-0.2	4.8	·
Cc1ccc(S(=O)(=O)N2CCN(C(=O)Cn3nc(C)c([N+](=O)[O-])c3C)CC2)cc1	1.0	-0.7	1.7	5.0	-0.4	14.7	1.3
O=C(COC(=O)CSc1ccccc1)Nc1ccc(F)cc1F	0.4	·	2.8	-1.1	0.2	1.6	-4.5
COc1cccc(CC(=O)OCC(=O)NC(Cc2ccccc2)C(C)=O)c1 (stereo not given)	-6.7	0.2	10.0	2.2	-0.2	-4.4	0.6
Cc1ccc2nc(NCc3ccccc3)c(C#N)cc2c1	-1.0	4.1	48.5	-0.2	0.0	-1.1	2.3
CNC(=O)C[C@H]1CC[C@H]2[C@H](COc3ccc(NC(=O)c4ccccc4Cl)cc3C(=O)N2C)O1	0.0	·	0.1	10.4	0.1	8.2	-2.2
COCCN(CCOC)C(=O)c1ccc(CSc2nc3ccccc3s2)cc1	-2.3	-2.7	-6.6	0.6	-0.1	0.9	-5.1
O=C(CN1C(=O)C2C3CCC(C3)C2C1=O)OCC(=O)c1cccc([N+](=O)[O-])c1 (stereo not given)	-1.0	-5.2	·	-2.3	-0.2	·	4.5
O=C(NCCC1CC1(Cl)Cl)Nc1ccccc1 (stereo not given)	-0.5	-1.4	·	-1.6	0.1	-4.8	-3.3
CCOC(=O)C1(CCc2ccccc2)CCN(Cc2ccc(C(=O)OC)cc2)CC1	-1.9	-1.7	2.3	-0.1	0.0	-4.4	3.5
C=CCN(c1ccc(C(=O)NCCN2CCOCC2)cc1)S(C)(=O)=O	-0.2	-0.1	-11.3	-1.6	·	-2.3	-6.0
